Assay outcomes from PubChem BioAssay.
RmlC RmlD mix = inhibitors of RmlC and RmlD coupled enzymes | AID 1532 | 110,000 tested, 0.39% active | inhibition, % at 5.5 µM | RmlC/RmlD coupled enzyme inhibition, 384-well mixture HTS; in the data active = inhibition above about 30%, passing the limit was not always enough; also: strong numbers were not always called active
RT RNaseH block = blocks HIV-1 RNase H cleavage of RNA/DNA duplex; 65,000 tested, 1.9% active; AID 565; RT-RNase H RNA/DNA duplex cleavage, fluorescence; inhibition, % at 10 µM; P04585; in the data active = inhibition above about 50%
An asterisk follows results filed as active; . = no result given. Some of the compounds tested (hit frequency here may not be typical).

SMILES	RmlC RmlD mix	RT RNaseH block
COc1ccc(N2CCn3c2nc2c3c(=O)n(CCCc3ccccc3)c(=O)n2C)cc1	.	60*
COC(=O)C1C2CCC(C2)C1C(=O)OCC(=O)c1ccccc1 (stereo not given)	-12	.
CC(=O)c1ccc(Nc2nc(NCCO)nc(OC(C(F)(F)F)C(F)(F)F)n2)cc1	4	.
CCC(=O)Nc1c2c(nc3c1CCC3)CCCC2	-8	-8
O=C(NC1CCCCCC1)C1CC(=O)N(Cc2ccccc2)C1 (stereo not given)	-9	9
c1ccc(-c2nc3c(ccc4ccccc43)[nH]2)nc1	-67	.
CC1CC(Nc2ccccc2)=CC(=O)O1 (stereo not given)	-15	.
CCN(CC)C(=O)CC(c1ccc(OC)cc1)c1c(OC)cc(OC)c2ccc(=O)oc12 (stereo not given)	4	.
CCCCNCc1ccc(SC)cc1	7	.
Cc1ccc(NC(=O)N/C=C/c2ccco2)cc1C	-8	.
N#Cc1c(N)n[nH]c1-c1cc2c([nH]1)CCCC2	-16	2
Cc1ccc(S(=O)(=O)N2c3ccccc3OCC2c2ccccc2)cc1 (stereo not given)	4	.
CCN(CC)c1ccc(NC(=O)CN2CCN(c3ccc(F)cc3)CC2)cc1	8	28
CC(C)OC(=O)CSc1ncnc2c1cnn2-c1ccccc1	-39	-14
O=C(CSc1ncc(-c2ccc(F)cc2)n1Cc1ccco1)Nc1nccs1	11	-7
Cc1cc(Cl)cc(C)c1OCCCCN1CCOCC1	-19	-8
CCN(CCCNC(=O)CNC(=O)Cn1cnc2ccccc2c1=O)c1cccc(C)c1	-16	-29
CCN(CC)CCCNC(=O)c1cc(-c2ccc(Cl)c(Cl)c2)on1	12	-10
CN(C(=O)CSc1nnc(NC2CCCCC2)s1)C1CCS(=O)(=O)C1 (stereo not given)	-11	-23
CC1(C)CC2CC(C)(CN2C(=O)COC(=O)c2ccc(Cl)c(N)c2)C1 (stereo not given)	-5	.

Some of these compounds in order of count of non-hydrogen atoms, lowest first.
SMILES	RmlC RmlD mix	RT RNaseH block
Cc1cc(Cl)cc(C)c1OCCCCN1CCOCC1	-19	-8
CC(C)OC(=O)CSc1ncnc2c1cnn2-c1ccccc1	-39	-14
CCN(CC)CCCNC(=O)c1cc(-c2ccc(Cl)c(Cl)c2)on1	12	-10
CC1(C)CC2CC(C)(CN2C(=O)COC(=O)c2ccc(Cl)c(N)c2)C1 (stereo not given)	-5	.
Cc1ccc(S(=O)(=O)N2c3ccccc3OCC2c2ccccc2)cc1 (stereo not given)	4	.
CCN(CCCNC(=O)CNC(=O)Cn1cnc2ccccc2c1=O)c1cccc(C)c1	-16	-29

(cont.)
SMILES	RmlC RmlD mix	RT RNaseH block
CCC(=O)c1c[nH]c(C(=O)NCCCn2ccnc2)c1	3	.
Cc1cc(C)cc(N(C(C)C(=O)NC2CCCC2)S(C)(=O)=O)c1 (stereo not given)	-6	.
O=[N+]([O-])c1ccc(/C=N/Nc2nc(N3CCCCC3)nc(N3CCCCC3)n2)o1	-6	.
O=C(C1CCCN(S(=O)(=O)c2cccc3nsnc23)C1)N1CC=C(c2ccccc2)CC1 (stereo not given)	7	-2
COC(=O)c1c(C)nn(-c2ccccc2)c1-n1cccc1	-14	.
O=P(c1ccc2c(c1)OCCO2)(N1CCOCC1)N1CCOCC1	5	-4
COc1ccc(CC(=S)N2CCOCC2)cc1OC	-13	.
Cc1ccccc1NC(=S)N(CCN(C)C)C(C)c1ccccn1 (stereo not given)	-27	.
Cc1cccc(N2C(=O)CC(N3CCN(Cc4ccc(Cl)cc4)CC3)C2=O)c1 (stereo not given)	4	13
CCOC(=O)C1CCN(C(=O)CSc2ccccc2)CC1	1	-15
CC(C)NC(=O)NC(=O)COC(=O)Cc1ccsc1	5	.
COc1ccc(-c2cc3nc(-c4ccccc4)cc(N4CCC5(CC4)OCCO5)n3n2)cc1	.	-2
CCCCCOC(=O)C1=C(C)NC(=O)NC1c1ccccc1OCC (stereo not given)	-15	-75
Cc1cccc(C(=O)Nc2sc3c(c2C#N)CCCCC3)c1	7	.
C=CCn1c(SCC2=C(C(=O)OCC)C(C)NC(=O)N2)nnc1C1CCCCC1 (stereo not given)	-20	0
COc1nc(N(c2ccccc2)c2ccccc2)nc(-n2ccnc2)n1	-4	-7
CCOC(=O)N1CCN(S(=O)(=O)c2cc(Br)cc3c2N(C(C)=O)C(C)C3)CC1 (stereo not given)	-4	-12
CCOC(=O)c1nnc2cc(-c3ccccc3)nn2c1C	-4	-1
COc1ccccc1N1CCN(S(=O)(=O)c2cc(C)sc2C)CC1	5	.
COc1ccccc1-n1c(SCC(=O)NC(C)(C)C)nc(O)cc1=O	-12	-7
O=C(CN(Cc1ccco1)C(=O)CNS(=O)(=O)c1ccccc1)NCc1ccccc1	-10	2
O=S(=O)(NC1CCN(Cc2ccccc2)CC1)c1cccc(S(=O)(=O)N2CCOCC2)c1	.	-2
CC1=C(C)C(=O)C(CCCCC#CCCCC#CCO)=C(C)C1=O	0	-49
Cc1cc(N2C(=O)C3CC=CCC3C2=O)no1 (stereo not given)	9	.
Cc1cc2cc(CN(CCCO)S(=O)(=O)c3cccc4nsnc34)c(=O)[nH]c2cc1C	-15	-14
O=C(NCc1cccnc1)c1cccc2c1C(=O)N(C1CCCCC1)C2	.	-28
CN(CC(=O)NCc1ccccn1)S(=O)(=O)c1ccc(Cl)cc1	-2	-4
Clc1ccc(Cl)c(-c2ccc(/C=N/c3ncn[nH]3)o2)c1	13	-40
CC(C)CN(C(=O)COC(=O)Cn1cnc2ccccc2c1=O)C1CCS(=O)(=O)C1 (stereo not given)	1	-9
Cc1ccc(CCC2C3=C(CCCC3=O)OC3=C2C(=O)CCC3)cc1	24	.
CCn1c(COc2cccc3ccccc23)nnc1SCC(N)=O	6	-14
CC(=O)NC(Cc1c[nH]c2ccccc12)C(=O)OCC(=O)Nc1cc(C)on1 (stereo not given)	0	2
N#Cc1nc(COc2ccc(Cl)cc2)oc1NCc1ccc2c(c1)OCO2	7	-55
COC(=O)C1=C(C(=O)OC)[C@@H]2N(C)c3ccccc3[C@@]23C[C@@H](C(=O)OC)N(C(=O)CC(C)C)C3=N1	9	.
CC1=C(C(N)=O)C(c2ccco2)C(C(N)=O)=C(C)N1	-9	-7
CCCC(=O)c1cc(F)c(N2CCOCC2)cc1C	7	5
Cc1ccc(CNc2nc(N)c([N+](=O)[O-])c(Nc3ccc(F)cc3)n2)cc1	4	.
CCN1CCC(C(N)=O)CC1	-8	.
Cc1ccc2oc(=O)c3cnn(CC(=O)N4CCN(c5ccccc5)CC4)c3c2c1	-8	.
O=C(O)CCCCCNS(=O)(=O)c1ccc(Cl)cc1	-15	-4
COc1ccc(NC(=O)c2nc(C)c(C3(C)CC(c4cccnc4)=NO3)s2)cc1 (stereo not given)	8	.
Cn1c(=O)c2c(nc(CN3CCC(Cc4ccccc4)CC3)n2CCN2CCOCC2)n(C)c1=O	8	1
Cc1c(C(=O)NCc2cccnc2)oc2ccccc12	-54	-7
COc1cccc(C2N(c3cccc(Cl)c3)C(=O)C3CCCN32)c1 (stereo not given)	7	-10
CC(=O)N1CCN(c2ccc(NCc3cccs3)cc2)CC1	-12	4
CC1CCC(NCc2ccco2)CC1 (stereo not given)	2	.
O=C(CNS(=O)(=O)c1ccc(F)cc1)Nc1ccc(C(F)(F)F)cc1	-5	.
Cc1noc(C)c1COc1cccc(C(=O)OCCOc2ccc(F)cc2)c1	10	-62
CCn1c(C)nc2c(=O)oc3ccccc3c21	4	-65
CCc1nnc(NC(=O)c2cnccn2)s1	-4	2

(next part)
SMILES	RmlC RmlD mix	RT RNaseH block
COc1cc2c(C(=O)NCCCN3CC(C)CC(C)C3)cn(CC(C)C)c(=O)c2cc1OC (stereo not given)	8	5
CCN(CC)CCNC(=O)Cn1nc(-c2ccccc2)c2ccccc2c1=O	1	-2
CCCNC(=O)N1[C@H]2CC[C@@H]1C(C(=O)OC)=C(c1ccc(S(C)(=O)=O)cc1)C2	-14	.
COc1cc(S(=O)(=O)NC2CCCCC2)ccc1Cl	-5	-12
COC(=O)c1c(NC(=O)C2(C)Cc3ccccc3C(=O)O2)sc2c1CCCC2 (stereo not given)	0	.
CC(=O)N1CCCc2cc(S(=O)(=O)NC(C(=O)NCc3ccc(C)cc3)C(C)C)ccc21 (stereo not given)	-7	-18
CCOc1nc(S(=O)(=O)c2ccc(C)cc2)c(Cl)s1	-25	-66
[O-][n+]1onc2c1CCc1c-2nn(-c2ccccc2Cl)[n+]1[O-]	0	22
CCOC(=O)Nc1sc2c(c1C#N)CCC(C)C2 (stereo not given)	-8	-3
CC(=O)Nc1ccc(C(=O)NNC(=O)CCc2ccccc2)cc1	7	.
CCN1C=CC2=C(C#N)C(N)C(C#N)(C#N)C(c3ccccc3C(F)(F)F)C2C1 (stereo not given)	-6	.
Cc1cccc(NC(=O)CCN2CCOCC2)c1	-7	-4
CC(=O)Nc1nc(CCC(C)C)cc2c1c(=O)oc1ccccc12	-14	17
COc1c(O)cccc1[C@H](O)C1CCN(CCc2ccc(F)cc2)CC1	-12	.
CCc1c(C)nc2ncnn2c1N1CCCC(C(=O)Nc2cc(F)ccc2C)C1 (stereo not given)	-4	.
O=C(Nc1cccc2cccnc12)c1ccc(Br)o1	4	-55
COc1cccc(OC)c1C(=O)N1CCOCC1	-5	-8
COc1cc(Nc2cc(C)nc3ncnn23)cc(OC)c1	12	-14
C=CCNC(=O)C1CC(=O)N(c2ccc(OCC(=O)NCc3ccccc3)cc2)C1 (stereo not given)	-10	-9
COc1ccc(N2CCN(c3ncnc4c3nnn4Cc3ccccc3Cl)CC2)cc1	18	.

A few values from above.
CCCNC(=O)N1[C@H]2CC[C@@H]1C(C(=O)OC)=C(c1ccc(S(C)(=O)=O)cc1)C2 | RmlC RmlD mix: -14
O=C(CSc1ncc(-c2ccc(F)cc2)n1Cc1ccco1)Nc1nccs1 | RmlC RmlD mix: 11
Cc1noc(C)c1COc1cccc(C(=O)OCCOc2ccc(F)cc2)c1 | RT RNaseH block: -62
COC(=O)c1c(C)nn(-c2ccccc2)c1-n1cccc1 | RmlC RmlD mix: -14

Further records follow:
SMILES	RmlC RmlD mix	RT RNaseH block
CC1(C(=O)O)C=CC2(CCCCC2)N1C(=O)c1ccccc1 (stereo not given)	10	.
COc1cccc(-c2nnc(SCC(=O)N3CCOCC3)o2)c1	13	-12
N#CC(C(=O)OC1CCCCC1)c1nc2ccccc2nc1N1CCOCC1 (stereo not given)	4	0
c1ccc(Cn2c(Nn3cnnc3)nc3ccccc32)cc1	-17	-5
O=C(c1ccco1)N1CCN(C(=O)C2CC(c3ccc(Cl)cc3)=NO2)CC1 (stereo not given)	-14	.
Cn1c(=O)n(C)c2cc(S(=O)(=O)N3CCOCC3)ccc21	3	-6
CCOC(=O)c1c(C)c2c(n1C)CCC/C2=N\O	-10	-2
CCN1CCCC1CN(Cc1cc2cc(C)ccc2[nH]c1=O)C(=O)Nc1ccccc1OC (stereo not given)	14	8
CC1CC(C)CN(c2nc3c(c(=O)[nH]c(=O)n3C)n2CCCSc2nc3ccccc3s2)C1 (stereo not given)	.	1
O=C(Nc1ccccc1)c1cccc(N2CCCC2=O)c1	-18	17
O=C(C1CCC(C(=O)N2CCCCC2)CC1)N1CCCCC1 (stereo not given)	-12	0
N#Cc1nc(-c2ccc(F)cc2)oc1NCc1cccc2c1OCO2	-13	-10
CCCCc1ccc(-c2ccc(Br)cc2O)nc1	8	.
CC(C)(C)c1ccc(-c2nnc3sc(-c4ccncc4)nn23)cc1	-3	95*
CC(=O)OCC(=O)[C@H]1CC[C@H]2[C@@H]3CCC4=CC(=O)CC[C@]4(C)[C@H]3CC[C@]12C	105	-9
O=C(Nc1ccccc1C(F)(F)F)c1cc(S(=O)(=O)N2CCOCC2)ccc1F	9	-5
COc1ccc(-c2noc(CN(C(=O)c3ccc(OC(C)=O)cc3)C(C)C)n2)cc1OC	3	1
Cc1cccc(NC(=O)C2CCN(S(=O)(=O)c3cccc4cccnc34)CC2)c1	2	-26
CC(=O)N1CCc2cc(Br)cc(S(=O)(=O)NCCN3CCCCC3C)c21 (stereo not given)	-12	-3
Cc1noc(C)c1S(=O)(=O)N1CCCC(C(=O)Nc2cccnc2)C1 (stereo not given)	-11	-18
Cc1ccc(O)c(NC(=S)NC(=O)c2ccc(-c3ccc(Cl)cc3)o2)c1	167	.
O=C(CN(CC1CCCO1)C(=O)CCC(=O)Nc1ccccn1)NCc1ccccc1 (stereo not given)	-3	.
Cc1ccc(-n2nnnc2Sc2nc([N+](=O)[O-])nn2C)c(C)c1	-4	.
COc1ccc(Cl)cc1N(C)C(=O)CCc1nc(-c2ccc(C)cc2)no1	-10	1
CCSc1nnc(NC(=O)CSc2nnc(Cc3cccn3C)n2-c2ccc(F)cc2)s1	.	-13
Cc1cc(C)c(NC(=O)CN2CCN(C)CC2)c(C)c1	6	3
COc1ccc2c(c1)CC/C(=C\C=C\c1ccccc1)C2=O	-4	.
CCOC(=O)c1ccc(NC(=O)CCS(=O)(=O)c2ccc(Br)s2)cc1	-1	.
Cc1cc(C)n2ncc(C(=O)NCc3ccc(Cl)cc3)c2n1	-3	.
CC(C)C(=O)c1cn(Cc2ccc(C#N)cc2)c2ccccc12	4	.

Compounds above containing a CF3 group (4):
SMILES	RmlC RmlD mix	RT RNaseH block
CC(=O)c1ccc(Nc2nc(NCCO)nc(OC(C(F)(F)F)C(F)(F)F)n2)cc1	4	.
O=C(CNS(=O)(=O)c1ccc(F)cc1)Nc1ccc(C(F)(F)F)cc1	-5	.
CCN1C=CC2=C(C#N)C(N)C(C#N)(C#N)C(c3ccccc3C(F)(F)F)C2C1 (stereo not given)	-6	.
O=C(Nc1ccccc1C(F)(F)F)c1cc(S(=O)(=O)N2CCOCC2)ccc1F	9	-5

Later entries:
SMILES	RmlC RmlD mix	RT RNaseH block
Cc1ccc(NC(=O)c2ccc(F)c(S(=O)(=O)N3CCOCC3)c2)cc1F	-5	6
CCCCOc1ccc(C(=O)N2CC(C)OC(C)C2)cc1 (stereo not given)	12	.
Cc1cccc(C)c1NC(=O)CSc1nnc(-c2ccoc2C)n1C	-15	-3
Cc1cc(F)ccc1NCc1cccnc1	17	.
CCc1ccc(C(=O)c2oc3nc(C)cc(C)c3c2N)cc1	-10	.
